Screening data deposited in PubChem by National Center for Advancing Translational Sciences (NCATS).
Pol beta inh: DNA polymerase beta (human) inhibition. P06746. Pol beta primer extension/strand displacement, fluorescence kinetic. Potency, µM (top dose mostly 114 µM), without a hit: at the top dose activity change, negative = inhibition, actives largely listed as inhibitors. 340,000 tested, 1.3% active. AID 485314; also: potency is read from the fitted curve at half-maximal effect; % is scaled to controls: 0 for no effect and ±100 for the full control effect
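Pol beta (10 nM) was preincubated with compound for 15 min at room temperature. The reaction was then started with 50 nM substrate and read immediately and after a further 10 min at room temperature.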
Pol iota inh: inhibitors of human DNA polymerase iota | Q9UNA4 | Pol iota fluorescent replication assay, 10 min | Potency, µM (series often up to 115 µM), for inactives: top-dose activity, negative = inhibition, hits mostly inhibitors | 390,000 tested, 1% active; also: potency is read from the fitted curve at half-maximal effect
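Fluorescent replication assay read twice, at 0 min and 10 min after adding 50 nM (final) substrate. Enzyme (10 nM) and compounds were first incubated 15 min at room temperature; enzyme-free buffer wells were negative controls.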
12-LOX inh: blocks human arachidonate 12S-lipoxygenase. purified 12hLO, xylenol orange hydroperoxide absorbance. Potency, µM (series often up to 108 µM), without a hit: top-dose activity change, negative = inhibition, hits mostly inhibitors. 580,000 tested, 1.1% active; also: potency is read from the fitted curve at half-maximal effect; % is scaled to controls: 0 for no effect and ±100 for the full control effect
Target sequence (P18054 whole entry, looked up): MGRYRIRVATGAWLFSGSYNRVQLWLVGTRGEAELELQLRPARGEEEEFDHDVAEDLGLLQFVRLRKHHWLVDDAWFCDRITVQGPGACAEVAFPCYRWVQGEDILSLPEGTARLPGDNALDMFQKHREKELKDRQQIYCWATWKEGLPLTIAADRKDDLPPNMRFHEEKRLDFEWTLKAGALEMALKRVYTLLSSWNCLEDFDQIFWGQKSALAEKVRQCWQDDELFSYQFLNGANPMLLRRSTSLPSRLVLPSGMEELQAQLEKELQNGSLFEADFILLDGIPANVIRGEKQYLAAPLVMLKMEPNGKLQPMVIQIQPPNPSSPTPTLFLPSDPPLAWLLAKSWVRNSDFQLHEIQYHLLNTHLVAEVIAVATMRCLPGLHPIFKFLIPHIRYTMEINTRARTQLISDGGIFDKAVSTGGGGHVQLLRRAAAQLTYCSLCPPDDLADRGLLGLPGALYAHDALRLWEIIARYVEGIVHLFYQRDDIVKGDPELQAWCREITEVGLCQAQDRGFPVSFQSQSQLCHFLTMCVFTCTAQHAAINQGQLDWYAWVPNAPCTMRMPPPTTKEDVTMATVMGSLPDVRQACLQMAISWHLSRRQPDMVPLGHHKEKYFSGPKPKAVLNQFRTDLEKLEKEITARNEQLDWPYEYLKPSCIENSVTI
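Purified human 12hLO (150 nM final) in 25 mM Hepes, 0.01% Triton X-100, pH 7.0 was preincubated 15 min at room temperature with compound. Then 40 uM arachidonic acid was added, 30 min. Hydroperoxide was read by Fe-XO absorbance ratio 573/405 nm.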
Anesthetic bind: binds horse apoferritin like a general anesthetic; apoferritin/1-aminoanthracene competitive binding, fluorescence; Potency, µM (series often up to 77.5 µM), for inactives: at the top dose activity change, negative = displacement, hits mostly inhibitors; 350,000 tested, 0.074% active; also: potency is read from the fitted curve at half-maximal effect; % is scaled to controls: 0 for no effect and ±100 for the full control effect; nearly all actives have a fitted effect of over 20% in size
Target sequence (P02791 2-175 limits assumed): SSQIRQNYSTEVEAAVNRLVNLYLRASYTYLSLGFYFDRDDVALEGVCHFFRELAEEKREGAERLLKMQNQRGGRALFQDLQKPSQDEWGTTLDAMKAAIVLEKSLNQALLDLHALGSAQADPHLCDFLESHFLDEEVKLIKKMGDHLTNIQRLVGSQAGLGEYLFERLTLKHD
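Steps: apoferritin (10 uM) was premixed with half-saturated 1-AMA in PBS, compounds were pin-transferred, plates stood 10 min at room temperature, fluorescence was read at 380/535 nm, and curves were fitted with a Hill equation.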
ERG Ets-DNA blk: blocks human ERG Ets domain binding to DNA. P11308. fluorescence polarization, His-ERG Ets domain / labelled DNA. 370,000 tested, 0.028% active. Potency, µM (highest dose often 76.9 µM), inactives show top-dose FP activity, negative = inhibition, usual class: inhibitors; active = well fitted inhibition curve with a large enough effect in the polarisation, with a control signal flat; inconclusive = small, poorly fitted or top-dose-only effect, or effect the other way, or a change in a side signal; inactive = no such curve, though single readings can be large or run the other way; the % refers to the polarisation;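 also: polarization taken with two DNA probes labelled with fluorescein and Texas red; potency is read from the fitted curve at half-maximal effect; % of control where 0% means no effect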
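His-tagged ERG Ets domain (1 uM in the protein solution; 300mM KCl, 50mM Tris-HCl, 1mM EDTA, 1mM DTT, pH 7.5) received compound, then a probe mix of 5 nM fluorescein-DNA and 100nM Texas-615-DNA. Fluorescence polarization was read for both dyes.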
APE1 inh: inhibitors of human APE1 endonuclease; P27695; recombinant APE1, TAMRA/BHQ-2 abasic DNA cleavage fluorescence; Potency, µM (doses to about 65.8 µM), for the others: at the top dose activity change, negative = inhibition, actives largely listed as inhibitors; 350,000 tested, 0.35% active;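 also: potency is read from the fitted curve at half-maximal effect; plate controls were vehicle for no effect and reference inhibitor for full effect; nearly all actives have a fitted effect of over 55% in size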
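Endonuclease cleavage of a quenched abasic-site DNA duplex (50 nM) by APE1 (0.75 nM) was tracked by TAMRA dequenching. Compounds were preincubated with enzyme 15 min at room temperature; data normalized to buffer-only and DMSO wells plus NSC13755 control.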
Pol kappa inh: DNA polymerase kappa (human) inhibition. Q9UBT6. Potency, µM (titrated, usually from 107 µM), for the others: at the highest dose activity, negative = inhibition, actives largely listed as inhibitors. purified Pol kappa, fluorescent DNA synthesis assay, 10 min. 400,000 tested, 0.53% active. AID 588579; also: potency is read from the fitted curve at half-maximal effect; % is scaled to controls: 0 for no effect and ±100 for the full control effect
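Here, compound and 10 nM enzyme are combined for 15 min at room temperature; adding 50 nM substrate (final) starts DNA synthesis, tracked by fluorescence at 0 and 10 min against buffer-only wells.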
TRHR ag: agonists of human TRH receptor. TRHR cells, calcium flux fluo-8, FDSS agonist mode. activation, % at 2 µM. 360,000 tested, 0.18% active. AID 493084; in the data active = activation above about 30%; also: 0% is about no effect
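Agonist-mode FDSS calcium read (Ex 480/Em 530, 1 s cycles) in 1536-well TRHR cells with fluo-8 dye, after 10-cycle baseline and 23 nL compound addition; TRH at EC20 (10 nM final) added afterwards for the enhancer phase.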
BLM inh: Bloom syndrome helicase (human) inhibition; P54132; recombinant BLM DNA unwinding, fluorescence dequenching; Potency, µM (doses to about 56.1 µM), without a hit: at the highest dose activity change, negative = inhibition, most hits filed as inhibitors; 350,000 tested, 0.2% active; AID 2528;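 also: potency is read from the fitted curve at half-maximal effect; plate controls were vehicle for no effect and no enzyme for full effect; nearly all actives have a fitted effect of over 35% in size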
Active calls of the source: *; ? = inconclusive; . = no result given; & = joins results of further samples; [ ] = another dose, or the depositor's remark. Unless noted, calls follow the shape of the dose curve; as a rule, active = well fitted curve in the direction sought with a large enough effect; inconclusive = small, poorly fitted or top-dose-only effect, or another doubt; inactive = no such curve, though single readings can be large; an effect the other way counts as inactive or inconclusive. Only part of the results is shown; count on the stated rates, not on these rows.

The first two records, ahead of the listing:
no.	compound	Anesthetic bind	APE1 inh	Pol kappa inh	ERG Ets-DNA blk	Pol iota inh	Pol beta inh	TRHR ag	BLM inh	12-LOX inh
1	Cn1cc(C(=O)Cc2ccccc2)c2ccccc21	-12%	5%	-3%	1%	9%	-2%	0.5	3%	14%
2	O=C(Nc1ccc(F)cc1)c1c(O)c2c(n(Cc3ccccc3)c1=O)CCCC2	12%	-4%	-10%	-3%	-25%	10%	0.8	-9%	-6%

The whole of this part, repeating the preview:
no.	compound	Anesthetic bind	APE1 inh	Pol kappa inh	ERG Ets-DNA blk	Pol iota inh	Pol beta inh	TRHR ag	BLM inh	12-LOX inh
1	Cn1cc(C(=O)Cc2ccccc2)c2ccccc21	-12%	5%	-3%	1%	9%	-2%	0.5	3%	14%
2	O=C(Nc1ccc(F)cc1)c1c(O)c2c(n(Cc3ccccc3)c1=O)CCCC2	12%	-4%	-10%	-3%	-25%	10%	0.8	-9%	-6%
3	CC(=O)O[C@H]1C(=O)[C@@]2(C)C([C@H](OC(=O)c3ccccc3)[C@]3(O)C[C@H](OC(=O)[C@H](O)[C@@H](NC(=O)c4ccccc4)c4ccccc4)C(C)=C1C3(C)C)[C@]1(OC(C)=O)CO[C@@H]1C[C@@H]2OC(=O)[C@H](C)NC(=O)c1ccc(-c2c3ccc(=O)cc-3oc3cc(O)ccc23)c(C(=O)O)c1 (stereo partly specified)	133%[activator][15.3 µM]	3.2µM*	4.7µM*	.	.	.	.	3.2µM*	.
4	CCN(CC)CCCN=Cc1c(O)n(CCc2ccc(F)cc2)c(=O)[nH]c1=O	-6%	2%	-24%	1%	5%	12%	-2.0	-2%	21%
5	COc1ccc(CN2CCN(c3ccccc3F)CC2)cc1O	-12%	-2%	-2%	8%	16%	1%	0.0	2%	?
6	CN1CCN(CC#CCOc2ccc(Cl)cc2)CC1	-3%	58%[activator]	-8%	0%	7%	-17%	-1.7	-6%	?
7	COc1ccc(/C=C/C(=O)NC(=S)N2C[C@H]3C[C@H](C2)c2cccc(=O)n2C3)cc1OC	-6%	40%	2%	0%	30%	44%	0.4	0%	-2%
8	C=CCn1c(O)c(C(C)=Nc2ccc(C(=O)OCC)cc2)c(=O)[nH]c1=O	-19%	3%	3%	-3%	1%	-11%	-0.4	-1%	5.6µM*
9	Cc1ccc(N2C(=O)NC(=O)/C(=C/C=C/c3ccco3)C2=O)cc1	-1%	?	20µM*	?	11µM*	32µM*	5.4	5%	?
10	Cc1cc(C)n2nc(C)[n+](C)c2n1	-6%	1%	-2%	7%	-2%	6%	0.2	4%	-3%
11	CN1CCC(N(C)Cc2cccnc2)CC1	1%	1%	-1%	.	28%	1%	0.2	-1%	?
12	O=C(OCC#CCSc1nnc(-c2ccccc2)o1)c1ccco1	-23%	12%	-13%	7%	10%	21%	0.0	-5%	-17%
13	CCCC1(CCO)C(=O)NC(=S)NC1=O	.	.	0%	-3%	75%[activator]	.	.	.	-19%
14	CN(C)CC1CSCCC1(O)c1ccccc1Cl (stereo unspecified)	1%	-2%	-2%	-22%	-10%	2%	-0.1	2%	0%
15	Cn1c(O)c(/C=N/N2CCOCC2)c(=O)n(-c2ccccc2)c1=S	-3%	-2%	-15%	-2%	62%[activator]	23%	0.9	-1%	14%
16	C[C@](N)(CCP(=O)(O)O)C(=O)O	-12%	-5%&4%&-9%	-22%	10%	-15%	.	0.3	-4%	?
17	COc1cccc(CNCCc2cccc(F)c2)c1OC	-6%	24%	0%	0%	25%	6%	0.7	1%	-21%
18	OC(Cn1c2ccccc2c2ccccc21)C[n+]1cccc2ccccc21 (stereo unspecified)	?	-8%	0%	-11%	11%[58.9 µM]	24%	-0.3	6%	-21%
19	Cc1cccc(NC(=O)OC2CN3CCC2CC3)c1 (stereo unspecified)	-7%	1%	-1%	2%	-16%	13%	0.7	-9%	?
20	O=S(=O)(O)c1cc(N=C=S)ccc1/C=C/c1ccc(N=C=S)cc1S(=O)(=O)O	7%	?	35µM*	.	.	.	.	-3%	.
21	Cn1c(O)c(C=NCCN2CCOCC2)c(=O)n(C)c1=S	-5%	7%	-10%	-6%	-16%[58.9 µM]	0%	0.7	2%	-1%
22	O=C(Cc1ccccc1)N1CCN(Cc2ccccc2Cl)CC1	0%	45%[activator]	-19%	-9%	-11%	-7%	0.2	-3%	233%[activator]
23	C[C@H]1CCCC(=O)CCCCCc2cc(O)cc(O)c2C(=O)O1	-7%	-7%	-16%	-3%	0%	2%	-1.0	-3%	-3%
24	Cc1nc2c(=O)n(C)c(=O)nc-2n(C)n1	2%	-1%	-13%	11%	-102%	?	-0.2	0.79µM*	0%
25	COC(=O)C1=C(c2cc3ccccc3o2)C[C@@H]2CC[C@H]1N2C	.	21%	7%	-11%	36%[activator]	.	-0.5	.	-7%
26	COc1ccc2c(c1O)-c1cccc3c1[C@@H](C2)N(C)CC3	.	.	-18%[60.1 µM]	-25%	?	.	.	.	-7%
27	CCOc1ccc(C2C(C#N)=C(N)Oc3c2c(=O)oc2ccccc32)cc1 (stereo unspecified)	?	-8%	-11%	0%	9%	2%	0.5	0%	-24%
28	O=[N+]([O-])c1cc(-n2cnnn2)c(O)c([N+](=O)[O-])c1	3%	-8%	-12%	0%	-10%	3%	0.4	2%	?
29	O=C1/C(=C\c2cccnc2)N2CCC1CC2	0%	0%	-7%	4%	-8%	0%	1.1	3%	58%[activator]
30	Cc1cccc(OC(C)C(=O)NCC2(N(C)C)CCCCC2)c1C (stereo unspecified)	-3%	.	6%	1%	10%	-24%	0.6	1%	4%
31	Cc1cccc(OP(N)(=O)Oc2cccc(C)c2)c1	-6%	1%	-4%	5%	21%	10%	0.0	-3%	25%
32	CCOC(=O)c1c(C)n(CCOC)c2ccc(O)cc12	1%	3%	-6%	-9%	7%	6%	0.8	-1%	0%&-16%

Values by screen from the entries so far:
Entries 1 to 7 in 12-LOX inh read 14%, -6%, ., 21%, ?, ?, -2%
Entries 1 to 7 in APE1 inh read 5%, -4%, 3.2µM*, 2%, -2%, 58%[activator], 40%
Entries 1 to 7 in Pol kappa inh read -3%, -10%, 4.7µM*, -24%, -2%, -8%, 2%

(further entries)
no.	compound	Anesthetic bind	APE1 inh	Pol kappa inh	ERG Ets-DNA blk	Pol iota inh	Pol beta inh	TRHR ag	BLM inh	12-LOX inh
33	Cc1ccc(CS(=O)(=O)CCC(=O)N2CCC3(CC2)OCCO3)cc1	2%	-3%	11%	-3%	26%	-6%	0.5	0%	-9%
34	O=C1C2CCCN2C(c2ccc(Cl)c(Cl)c2)N1c1ccccn1 (stereo unspecified)	-7%	1%	5%	8%	3%	-1%	-0.6	-2%	?
35	CCC1(CC)C(=O)NC(=O)N(c2ccccc2)C1=O	.	.	9%	-12%	1%	.	.	.	4%
36	CCOC(=O)[C@]12Cc3cc(OC)ccc3[C@H]1N(Cc1ccccc1)C(=O)c1cc(F)c(F)cc12	.	.	-5%&-3%	1%	-1%&34%	.	.	.	-4%
37	Cc1ccc(Sc2c(C)[nH]n(C(C)(C)C)c2=O)cc1	-12%	?	-15%	-8%	-16%	1%	-0.5	-1%	-24%
38	COc1ccc(N=Cc2c(O)n(Cc3ccccc3)c(=S)[nH]c2=O)c(OC)c1	-4%	1%	-7%	-1%	100%[activator]	1%	0.6	-3%	-4%
39	Cc1cc(C(=O)O)c(C)n1C1CC1	27%	2%	-3%	7%	14%	-24%	0.7	-3%	1%
40	Cc1ccsc1CNCCc1ccccc1F	-22%	30%	-3%	4%	15%	-15%	-0.4	-4%	14%

Look-ups from the results shown.
Cc1ccc(CS(=O)(=O)CCC(=O)N2CCC3(CC2)OCCO3)cc1 @ Pol iota inh: 26%
Cc1ccsc1CNCCc1ccccc1F @ 12-LOX inh: 14%
CCC1(CC)C(=O)NC(=O)N(c2ccccc2)C1=O @ 12-LOX inh: 4%
Cc1ccc(Sc2c(C)[nH]n(C(C)(C)C)c2=O)cc1 @ BLM inh: -1%
Cc1cc(C(=O)O)c(C)n1C1CC1 @ APE1 inh: 2%

The list goes on.
no.	compound	Anesthetic bind	APE1 inh	Pol kappa inh	ERG Ets-DNA blk	Pol iota inh	Pol beta inh	TRHR ag	BLM inh	12-LOX inh
41	CN(C)CCO	4%	-9%	-11%[60.1 µM]	.	.	.	.	2%	.
42	CC(C)(C)c1cc(C=C(C#N)C#N)cc(C(C)(C)C)c1O	.	?	2%[60.1 µM]	7%	1%	10%[57.1 µM]	12	.	?
43	CC(=O)OC1N=C(c2ccccc2)c2cc(Br)ccc2NC1=O (stereo unspecified)	-21%	7%	-12%	-1%	6%	31%	0.3	-4%	17%
44	Nc1c(C(=O)Nc2ccc(Cl)c(C(F)(F)F)c2)sc2nc3c(cc12)N1CCC3CC1	44%[activator]	.	-1%	8%	-4%	?	0.7	-12%	-43%
45	Cc1ccc(C(=O)N/C(=C\Cl)P(=O)(c2ccccc2)c2ccccc2)cc1	-9%	0%	-9%	4%	73%[activator]	19%	-0.8	4%	-1%
46	OC1(CN2CCOCC2)C2CC3CC(C2)CC1C3 (stereo unspecified)	?	3%	-15%	-13%	-10%	2%	0.2	-3%	21%
47	Cc1nn(Cc2ccccc2)c(C)c1C(=O)OCC(=O)NC1CCS(=O)(=O)C1 (stereo unspecified)	4%	0%	-8%	-8%	-12%	15%	0.3	-1%	19%
48	COC(=O)C1=C(c2cccc(OC)c2OC)C[C@@H]2CC[C@H]1N2C(=O)NCc1ccccc1	.	.	-1%	2%	?	.	.	.	-1%
49	O=C(NC1CN2CCC1CC2)c1cccc(Cl)c1 (stereo unspecified)	4%	-2%	-8%	-2%	147%[activator]	0%	0.7	1%	-5%
50	CC(C)CCC1(CCc2ccncc2)C(=O)NC(=O)NC1=O	4%	-1%	-18%	-3%	-12%	-2%	-1.0	0%	8%
